# NPY-Y1 PAM-ag: NPY-Y1 receptor potentiators or agonists, primary screen, cell-based; actives 0.37% (n = 220,000); AID 1304, 2008; activation, % at 3.6 µM; NPY-Y1 expressing cells, potentiator/agonist activation; in the data active = activation above about 33%, passing the limit was not always enough;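 note: cells stimulated with NPY at EC10 then isoproterenol at EC100; 0% = low agonist plus stimulus and 100% = saturating agonist plus stimulus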
# TRPN1 ag: zebrafish TRPN1 channel agonists, primary screen, cell-based, HEK293, calcium fluorescence; HEK293 zebrafish TRPN1-YFP, Fluo-8 calcium fluorescence; 100% = response to 87 µM carbachol; activation, % at 3 µM; actives 0.18% (n = 220,000);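 active = activation above its plate's cutoff, the mean activation of test wells on that plate plus 3 SD, cut at about 19% in these data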;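 note: 0% = DMSO alone and 100% = 87 µM carbachol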
#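 Control set: carbachol 87 µM as high control, DMSO as low control; system: HEK293 stable line with zebrafish TRPN1-YFP; read-out: % activation versus carbachol response; detection: intracellular calcium fluorescence with Fluo-8; doses: single test compound dose, 3 µM nominal, 0.3% DMSO; schedule: dye 1 h 37 °C plus 30 min RT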
# S1P4 ag: S1P4 receptor agonists, primary screen, cell-based | Sphingosine 1-phosphate receptor 4 (Homo sapiens), O95977 | S1P4-expressing cell line, agonist reporter assay | activation, % at 4.98 µM | actives 0.35% (n = 220,000) | AID 1509, 2009; in the data active = activation above about 11%;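 note: 0% = DMSO vehicle and 100% = reference agonist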
# Target sequence (O95977 whole entry, looked up): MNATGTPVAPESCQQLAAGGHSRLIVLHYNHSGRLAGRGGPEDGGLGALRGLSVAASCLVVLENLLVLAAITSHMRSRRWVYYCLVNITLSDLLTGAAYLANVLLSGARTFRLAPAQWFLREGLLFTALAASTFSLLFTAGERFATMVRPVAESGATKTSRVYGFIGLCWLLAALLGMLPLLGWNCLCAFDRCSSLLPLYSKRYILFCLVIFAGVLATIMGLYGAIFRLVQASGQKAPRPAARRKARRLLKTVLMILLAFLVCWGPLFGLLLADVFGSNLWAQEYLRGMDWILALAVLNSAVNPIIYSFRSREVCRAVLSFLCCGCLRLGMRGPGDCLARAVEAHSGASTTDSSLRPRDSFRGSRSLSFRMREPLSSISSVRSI
# CHOP inhibitor: inhibitors of CHOP promoter induction, primary screen, cell-based, unfolded protein response, luciferase reporter. CHO-K1 CHOP-promoter luciferase, tunicamycin-induced, 15-18 h. inhibition, % at 10 µM. actives 3.8% (n = 220,000). AID 2732, 2010;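 active = compounds that reduced the stress-induced luciferase reporter signal by more than about 70% of percent inhibition, limit read from the data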;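 note: 0% = tunicamycin plus vehicle and 100% = wells without tunicamycin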
# TRPML3 ag: human TRPML3 channel agonists, primary screen, cell-based, HEK293 TRPML3-YFP, Fluo-8 calcium fluorescence, 3 µM; Mucolipin-3 (Homo sapiens), Q8TDD5; 100% = the carbachol control signal; activation, % at 3 µM; actives 0.29% (n = 220,000);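 active = activation above its plate's cutoff, the mean activation of the plate's test wells plus 3 SD, cut at about 12% in these data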;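 note: 0% = DMSO only wells and 100% = carbachol wells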
# Target sequence (Q8TDD5 whole entry, looked up): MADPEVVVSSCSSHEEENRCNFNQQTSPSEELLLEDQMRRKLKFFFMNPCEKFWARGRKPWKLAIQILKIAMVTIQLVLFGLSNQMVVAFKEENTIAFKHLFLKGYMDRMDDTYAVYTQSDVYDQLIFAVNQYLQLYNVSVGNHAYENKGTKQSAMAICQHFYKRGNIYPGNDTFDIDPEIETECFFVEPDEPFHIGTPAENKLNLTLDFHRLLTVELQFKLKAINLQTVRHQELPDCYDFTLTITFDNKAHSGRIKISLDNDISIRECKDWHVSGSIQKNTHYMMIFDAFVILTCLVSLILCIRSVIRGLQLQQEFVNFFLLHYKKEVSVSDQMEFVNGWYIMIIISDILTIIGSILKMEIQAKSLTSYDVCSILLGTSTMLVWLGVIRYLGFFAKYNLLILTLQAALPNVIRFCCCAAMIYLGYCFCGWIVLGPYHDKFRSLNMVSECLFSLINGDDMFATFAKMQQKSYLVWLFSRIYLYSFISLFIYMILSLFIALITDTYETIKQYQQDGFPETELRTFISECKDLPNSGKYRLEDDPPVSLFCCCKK
#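 Test system: TRPML3-YFP stable HEK293 cells. Doses: single point at 3 µM. Incubation: dye loading 1 h 37 °C then 30 min ambient, 125 s read. Signal: Fluo-8 calcium dye fluorescence, ex 470-495, em 515-575 nm. Measure: percent activation from peak-to-basal fluorescence ratio, scaled between DMSO and carbachol.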
# NPY Y1 blocker: NPY-Y1 receptor antagonists, primary screen, cell-based. AID 1040, 2008. HEK293-CNG Y1 cells, membrane potential fluorescence; NPY at EC95, then isoproterenol. inhibition, % at 3.6 µM. actives 1% (n = 200,000). Neuropeptide Y receptor type 1 (Homo sapiens), P25929;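 active = inhibition above the campaign mean inhibition of all tested compounds plus 3 SD, cut at about 20% in these data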;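 note: 0% = DMSO wells given NPY plus isoproterenol and 100% = isoproterenol alone without NPY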
#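 Benchmarks – high control isoproterenol alone, low control NPY with isoproterenol · Material – HEK293 Y1/CNG channel cell line · Times – dye 3 h, compound 60 min room temperature, stimulation 45 min · Probe or stimulus – NPY (25 nM), isoproterenol (1 µM), Ro 20-1724 (25 µM) · Evaluation – % inhibition of NPY effect · Signal – fluorescence, membrane potential probe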
# NPY-Y2 PAM-ag: NPY-Y2 potentiators or agonists, primary screen, cell-based. Neuropeptide Y receptor type 2 (Homo sapiens), P49146. cells expressing NPY-Y2, potentiator/agonist read-out. activation, % at 3.6 µM. actives 0.45% (n = 220,000); in the data active = activation above about 27%;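 note: cells stimulated with NPY near EC25 plus isoproterenol at EC100; 0% = vehicle plus submaximal agonist and 100% = vehicle plus saturating agonist; some results beyond the cut were filed as inactive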
# EP2 mod: EP2 receptor modulators, cAMP readout, primary screen, cell-based, HTRF cAMP, PGE2 stimulation | induction, % at 25 µM | Prostaglandin E2 receptor EP2 subtype (Homo sapiens), P43116 | actives 0.83% (n = 260,000) | EP2-expressing cells, cAMP HTRF FRET, PGE2 co-stimulation | AID 940, 2007;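 active = compounds whose cAMP rise, as percent of the full-agonist control response, exceeds 60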;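 note: rat C6 glioma line stably carrying human EP2 under a CMV promoter; the protocol text gives 20 µM as final concentration; 100% = response of wells given 1 µM PGE2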
# S1P4 antagonist: S1P4 receptor antagonists, primary screen, cell-based; inhibition, % at 4.98 µM; Sphingosine 1-phosphate receptor 4 (Homo sapiens), O95977; actives 0.26% (n = 220,000); S1P4-expressing cells, antagonist mode, reporter read-out; in the data active = inhibition above about 29%;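 note: 0% = wells stimulated with agonist and 100% = vehicle wells without agonist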
# * marks the source's active call; other numbers are inactive results; x = no result given; & = joins results of further samples. An unsorted share of the library (roughly 6.5% active in at least one column).
cpd	smiles	S1P4 antagonist	S1P4 ag	TRPML3 ag	EP2 mod	NPY-Y2 PAM-ag	NPY Y1 blocker	TRPN1 ag	NPY-Y1 PAM-ag	CHOP inhibitor
1	CC(=O)C1=C(C)NC(SCC(=O)c2ccc(Cl)cc2Cl)=C(C#N)C1c1ccco1 (configuration not stated)	-30	24*	0.1	-8	4	-5	0.8	11	59
2	COc1ccc(OC)c(Nc2nc(N)nc(CSc3nnc(-c4ccncc4)o3)n2)c1	-9	-1.0	0.1	-7	0	-1	0.4	-5	21
3	CCn1cc(Cl)c(C(=O)Nc2ccccc2C(N)=O)n1	-13	0.6	1.1	-12	-1	1	1.8	7	1
4	COc1ccc(OC)c(Cc2nnc(CCC(=O)NCc3ccc(C)s3)o2)c1	-16	0.2	-0.7	4	-6	7	-1.3	3	-4
5	Cc1cnc(C(=O)OCC(=O)N(Cc2ccccc2)C(C)C)cn1	-12	2.3	0.8	21	-1	1	1.1	5	-1
6	Cc1ccc(Sc2oc(/C=N/n3cnnc3)cc2Br)cc1	-9	-0.6	-1.7	38	-16	3	-1.7	-26	66
7	O=C(/C(Cl)=C/Nc1ccc(Br)cn1)C(F)(F)F	-22	0.4	1.0	-20	4	-4	-0.5	13	87*
8	COC(=O)c1cc2sc(Cl)cc2n1Cc1nc(-c2cccc(C)c2)oc1C	-32	-3.9	0.2	25	-15	-2	0.0	-9	-8
9	O=c1[nH]cnc2scc(-c3ccc(Br)cc3)c12	4	0.6	-0.2	-8	-7	6	-2.1	9	23
10	CCc1nnc(NC(=O)CSc2ccc(-c3ccc(F)cc3)nn2)s1	2	-0.1	0.6	-26	-9	0	0.6	0	-12
11	COc1ccccc1-n1c(N)c(C(N)=O)sc1=S	-12	0.8	0.2	4	6	0	0.4	31	-2
12	CC(=O)N1CCN(c2ccccc2NC(=O)c2cc(Br)ccc2Cl)CC1	4	1.4	0.3	19	-3	9	2.3	-7	20
13	Cc1c(NC(=O)c2cnn3c2NC(c2ccco2)CC3C(F)(F)F)c(=O)n(-c2ccccc2)n1C (configuration not stated)	-18	-2.3	0.5	20	-15	4	-0.6	7	37
14	CC(=O)OC1C(N2CCCCC2)c2c(ccc(/C=C/C(=O)N3CCCCC3)c2O)OC1(C)C (configuration not stated)	9	-1.7	0.4	-7	7	-3	-0.7	-18	77*
15	CC(=O)NC(CCS(C)(=O)=O)C(=O)Nc1ccccc1 (configuration not stated)	-19	-1.2	0.6	8	6	1	1.4	-1	55

# Brought forward from above: two compounds; new compounds follow.
cpd	smiles	S1P4 antagonist	S1P4 ag	TRPML3 ag	EP2 mod	NPY-Y2 PAM-ag	NPY Y1 blocker	TRPN1 ag	NPY-Y1 PAM-ag	CHOP inhibitor
14	CC(=O)OC1C(N2CCCCC2)c2c(ccc(/C=C/C(=O)N3CCCCC3)c2O)OC1(C)C (configuration not stated)	9	-1.7	0.4	-7	7	-3	-0.7	-18	77*
15	CC(=O)NC(CCS(C)(=O)=O)C(=O)Nc1ccccc1 (configuration not stated)	-19	-1.2	0.6	8	6	1	1.4	-1	55
16	Cc1ccsc1C(=O)C1CCCN(Cc2cc(F)ccc2-n2cccn2)C1 (configuration not stated)	-1	-0.1	-1.2	40	-34	30*	-2.5	-22	1
17	O=C(/C=C/Nc1ccc(Oc2ccccc2Cl)cc1)c1ccco1	6	-0.5	1.0	-24	4	9	0.8	-10	-16
18	Cc1nn(-c2ccccc2)nc1CNC(=O)C1CC1	-3	-0.1	0.4	-4	-19	x	0.3	5	7
19	O=C(CSc1nc2ccccc2o1)Nc1ccc(N2CCOCC2)cc1	-27	0.6	3.2	-8	1	6	7.7	-4	-6
20	COc1ccc(C)c2sc(=NC(=O)c3cccc(N4C(=O)CCC4=O)c3)n(C)c12	5	0.4	0.7	-28	-22	x	0.5	-21	2
21	CC(=O)Oc1ccc2c(=O)c(-c3ccccc3)c(C)oc2c1	10	0.2	0.6	2	-3	3	0.1	3	32
22	Cc1ccccc1NS(=O)(=O)c1ccc(OCC(=O)NCc2ccco2)cc1	0	-1.1	0.0	-10	7	3	1.3	-12	16
23	CO/N=C/c1ccc(Oc2ccc(C)cc2)nc1	5	-1.0	0.3	31	-19	5	-0.2	-5	15
24	Nc1c(C(=O)c2ccco2)oc2ccccc12	-9	-0.6	0.2	-20	-16	-3	-0.8	0	-10
25	COC(=O)[C@H](C)NC(=O)NC1CCCc2ccccc21 (some centres not stated)	-2	-0.4	0.9	17	-6	4	0.7	-11	33
26	Cc1ccc(-c2nnc(N(C)C(=O)C3CCCO3)s2)cn1 (configuration not stated)	-34	-0.1	0.4	4	1	-3	1.9	-1	2
27	Cn1c(=O)[nH]c(=O)c2c1nc(N1CCCCC1)n2CCCSc1nnnn1-c1ccccc1	-13	-1.4	-0.9	17	-8	10	-0.1	-37	2
28	N#CC(c1ccc(O)cc1)c1ncc(C(F)(F)F)cc1Cl (configuration not stated)	-9	0.3	-0.1	2	-8	7	-0.1	-21	17
29	CC(=O)c1ccc2c(c1)CC(C)C(=O)N2C (configuration not stated)	-6	0.6	-0.3	29	-5	-3	1.3	-23	-5
30	C=CCn1c(Cc2cccs2)nnc1SC/C=C/c1ccccc1	5	-1.6	-0.9	1	-19	12	-2.3	-25	38
31	Cc1ccc(S(=O)(=O)N2CCN(C(=O)c3cccs3)CC2)cc1C	-7	0.5	0.4	-63	-5	6	-0.1	3	21
32	O=c1cc(-c2ccccc2Cl)oc2c([N+](=O)[O-])c(O)cc(O)c12	13	0.3	0.6	7	7	-9	1.0	0	76*
33	O=C(O)c1ccc(N/N=C/c2ccc(C(F)(F)F)cc2)cc1	-1	0.6	0.0	-2	8	2	-1.4	8	61
34	CCOC(=O)c1nn(-c2ccccc2)c(=O)c2c(N)scc12	-10	-0.8	0.3	32	-7	-3	0.1	6	5
35	CC1OC(Oc2ccc3ccc(=O)oc3c2-c2c(O)ccc3cc(Oc4ccc5ccc(=O)oc5c4)c(=O)oc23)C(O)C(O)C1O (configuration not stated)	16	1.2	0.5	39	14	-4	-0.3	-16	1
36	COc1ccc(S(=O)(=O)N2CCCCCC2)cc1C(=O)OCC(=O)NC(N)=O	7	-2.5	0.0	0	12	-4	0.7	7	-23
37	CCOC(=O)c1ccccc1NC(=O)COc1ccccc1	-28	-1.7	-0.2	79*	-15	4	-1.6	-32	84*
38	CCO/C(=C/c1sc2ccc(OC)cc2[n+]1CCCS(=O)(=O)[O-])CC	11	3.2	0.7	9	7	1	-0.7	-5	-11
39	COc1cccc(/C=N/NC(=O)CCn2cnc3ccccc32)c1	-9	0.6	0.1	-20	-9	x	-1.5	0	-2
40	COC(=O)c1cccc(NC(=O)NC2CCCN2S(=O)(=O)c2ccc(Cl)cc2)c1 (configuration not stated)	-2	1.9	-0.5	-18	-11	7	-0.5	-11	18
41	CCCC1(CCC)NC(=O)N(CC(=O)Nc2ccccc2OC)C1=O	-12	1.8	1.1	20	-10	3	1.0	11	30
42	CC(C)(C)OC(=O)NCCCCCc1nnc(SCc2c(F)cccc2Cl)o1	0	3.0	0.8	7	-23	x	-0.6	-2	3
43	Cc1ccc(S(=O)(=O)N(C)C)cc1-n1c(SCC(=O)N(C)C)nc2ccccc2c1=O	-3	1.2	0.3	-1	-18	5	-0.7	-20	17
44	Cc1nn(-c2ccccc2)c2sc(C(=O)N3CCCCC3)cc12	4	1.8	-0.2	10	-13	8	1.1	-19	82*
45	CN(C(=O)C1CCOC1)c1nnc(-c2ccccn2)s1 (configuration not stated)	-11	-1.4	0.5	-21	10	-3	0.9	1	-27
46	CCOc1ccccc1C(=O)Nc1ccccc1C(N)=O	-6	0.2	0.0	-7	-19	0	0.5	-27	2
47	FC(F)(F)c1ccc(-c2csc(-c3ccno3)n2)cc1	-23	-0.7	0.2	24	-4	x	-1.6	-25	0
48	CCOC(=O)c1cc(-c2ccccc2)sc1NC(=O)CCN1C(=O)c2ccccc2C1=O	-1	3.6	0.3	-7	2	-1	-0.1	-2	7
49	Cc1ccc(-c2noc(CCC(=O)NCCN3CCc4ccccc4C3)n2)cc1	5	-1.1	0.6	10	10	8	-0.4	-21	22
50	N/C(=N/OC(=O)c1ccccc1F)c1nonc1N	-12	-1.1	0.5	-7	4	6	-0.4	-2	40
51	CC(NC(=O)Nc1ccc2c(c1)OCO2)C1CCCO1 (configuration not stated)	-7	1.3	0.4	-8	-16	9	1.1	-25	-18
52	O=C(COc1ccccc1)Nc1ccccc1N1CCN(c2ccc(F)cc2)CC1	-7	2.4	0.6	35	15	3	-1.6	3	10
53	COc1ccccc1N=c1sc2ccccc2n1C	6	2.9	-0.4	16	-4	-2	-1.8	7	50
54	O=C(c1ccc(COc2ccccc2Br)o1)N1N=C(C(F)F)CC1(O)C(F)F (configuration not stated)	-5	0.4	0.1	-52	-4	-6	0.7	13	89*
55	COC(=O)c1cc(C(=O)OC)n(Cc2ccc(Br)cc2)n1	-4	1.4	-0.8	27	12	11	-1.8	-31	27
56	CCOc1ccc2nc(NC(=O)Cc3cccs3)sc2c1	-20	-4.0	0.2	8	-5	-4	-0.4	19	34
57	O=C(Cc1c[nH]c2ccccc12)OCC(=O)c1ccccc1	-3	1.6	0.6	-37&11	5	-1	0.0	33	9
58	CCCCn1nc(C(=O)N2CCc3ccccc32)c2ccccc2c1=O	-6	-1.1	-1.0	27	-15	28*	-2.9	-13	52
59	Cc1cc[n+]2n1CC(O)C2 (configuration not stated)	-10	1.9	0.7	-7	8	x	1.9	21	2
60	Nc1ccc2oc(-c3ccccc3Cl)cc(=O)c2c1O	17	1.4	-0.4	17	-2	3	0.2	-9	-8
61	CCn1c(COc2ccccc2C)nnc1SCC(=O)Nc1cc(C)on1	1	-0.7	0.2	10	-9	-7	-0.3	-2	6
62	CCCNC(=O)CSc1nc(-c2cccs2)cc(C(F)(F)F)n1	6	-1.0	-0.3	-121&-43	5	1	-1.4	-28	11
63	Cc1ccsc1C1C(C(=O)O)c2ccccc2C(=O)N1C (configuration not stated)	-5	1.9	-0.1	28	1	0	-0.7	1	13
64	CCC(=O)NCCCCNC(=O)CC	-30	0.2	0.3	10	5	3	1.6	13	10
65	CCCCCCC(C)NC(=S)Nc1cc(S(=O)(=O)N(C)C)ccc1C (configuration not stated)	-13	0.8	2.1	-5	5	8	1.9	-6	49
